# Screening results (PubChem)
# PKM2 activator = qHTS Assay for Activators of Human Muscle isoform 2 Pyruvate Kinase | Pyruvate kinase PKM (Homo sapiens), P14618 | purified PKM2, Kinase-Glo ATP luminescence, activation; response scale: 0% is enzyme alone, no compound | Potency, µM (series often up to 57.5 µM), for inactives: at the highest dose activation, usual class: activators | 260,000 tested, 0.34% active | AID 1631, 2009; also: potency is read from the fitted curve at half-maximal effect; % is scaled to controls: 0 for no effect and ±100 for the full control effect; nearly all actives have a fitted effect of over 55% in size
# Target sequence (P14618 whole entry, looked up, canonical isoform): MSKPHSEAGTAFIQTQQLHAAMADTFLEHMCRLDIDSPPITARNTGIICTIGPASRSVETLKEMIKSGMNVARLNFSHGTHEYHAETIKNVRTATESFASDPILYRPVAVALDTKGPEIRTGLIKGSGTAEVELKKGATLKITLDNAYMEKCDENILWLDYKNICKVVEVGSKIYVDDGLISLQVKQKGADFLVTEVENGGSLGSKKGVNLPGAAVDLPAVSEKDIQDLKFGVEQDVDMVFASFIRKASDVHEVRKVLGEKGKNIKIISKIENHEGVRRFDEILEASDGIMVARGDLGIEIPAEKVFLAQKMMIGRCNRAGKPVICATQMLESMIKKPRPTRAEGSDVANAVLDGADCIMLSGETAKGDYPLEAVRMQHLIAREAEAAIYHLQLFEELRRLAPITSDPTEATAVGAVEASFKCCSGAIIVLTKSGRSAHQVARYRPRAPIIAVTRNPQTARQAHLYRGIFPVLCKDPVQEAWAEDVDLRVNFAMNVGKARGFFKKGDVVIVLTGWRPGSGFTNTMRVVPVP
#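 Purified hPK-M2 (>95% pure) converted ADP (0.1 mM final) to ATP with 0.5 mM PEP in 50 mM imidazole pH7.2, KCl, MgCl2, Tween 20, BSA; 1 h at room temperature. ATP detected by Kinase-Glo luminescence.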
# Menin MLL FP TR = qHTS Assay for Inhibitors Targeting the Menin-MLL Interaction in MLL Related Leukemias: Competition With Texas Red Labeled MLL-derived Mutant Peptide. Potency, µM (top dose mostly 61.6 µM), for inactives: at the highest dose FP activity change, negative = inhibition, most hits filed as inhibitors. AID 1768, 2009. 270,000 tested, 0.23% active. Menin + Texas Red MLL mutant peptide, fluorescence polarization. O00255; active = well fitted inhibition curve with a large enough effect in the polarisation, with a control signal flat, not every such curve was filed as active; inconclusive = small, poorly fitted or top-dose-only effect, or effect the other way, or a change in a side signal; inactive = no such curve, though single readings can be large or run the other way; the % refers to the polarisation; also: potency is read from the fitted curve at half-maximal effect; % of control where 0% means no effect; many of its hits are not listed in these tables
# MBNL1 CUG block = qHTS Assay for Inhibitors of MBNL1-poly(CUG) RNA binding | AID 2675, 2010 | Muscleblind-like protein 1 (Homo sapiens), Q9NR56 | Potency, µM (doses to about 57.5 µM), without a hit: top-dose activity change, negative = inhibition, actives largely listed as inhibitors | TR-FRET MBNL1-His/biotin-(CUG)12 binding, 665/545 ratio | 280,000 tested, 0.036% active; active = well fitted inhibition curve with a large enough effect in the signal ratio, with a control signal flat, not every such curve was filed as active; inconclusive = small, poorly fitted or top-dose-only effect, or effect the other way, or a change in a side signal; inactive = no such curve, though single readings can be large or run the other way; the % refers to the signal ratio; also: potency is read from the fitted curve at half-maximal effect; % is scaled to controls: 0 for no effect and ±100 for the full control effect
# Target sequence (Q9NR56 whole entry, looked up): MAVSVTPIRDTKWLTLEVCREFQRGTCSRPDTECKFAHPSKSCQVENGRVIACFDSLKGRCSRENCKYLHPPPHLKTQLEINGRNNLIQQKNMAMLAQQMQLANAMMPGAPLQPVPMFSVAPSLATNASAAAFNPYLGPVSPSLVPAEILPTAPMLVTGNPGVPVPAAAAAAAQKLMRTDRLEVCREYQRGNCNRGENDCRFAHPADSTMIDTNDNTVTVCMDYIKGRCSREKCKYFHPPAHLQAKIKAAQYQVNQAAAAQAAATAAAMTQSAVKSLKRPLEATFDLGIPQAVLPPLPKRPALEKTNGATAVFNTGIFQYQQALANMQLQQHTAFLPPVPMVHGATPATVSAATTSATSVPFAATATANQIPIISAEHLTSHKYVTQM
#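 Compound titration spanned 92 nM–58 uM against the MBNL1-His/biotin-(CUG)12 complex. After 60 min at room temperature with 5 nM streptavidin-XL665 and 0.055 ng/ul terbium anti-His, ratiometric 665/545 nm emission (Ex 340 nm) normalized to controls.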
# Eya2 phos inh = qHTS Assay for Inhibitors of the Phosphatase Activity of Eya2; Protein phosphatase EYA2 (Homo sapiens), O00167; recombinant Eya2, OMFP fluorescence dephosphorylation (OMFP is methylfluorescein phosphate); Potency, µM (doses to about 76.9 µM), for the others: at the highest dose activity, negative = inhibition, hits mostly inhibitors; 330,000 tested, 0.006% active; AID 488837, 2010; also: potency is read from the fitted curve at half-maximal effect; % is scaled to controls: 0 for no effect and ±100 for the full control effect
#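 Eya2 protein (added as 0.2 uM solution) was preincubated with compound for 10 min at ambient temperature in 50 mM HEPES pH 7.5, 50 mM NaCl, 5 uM MgCl2, 0.05% BSA, 1 mM DTT. OMFP (added at 50 uM) then reacted 10 min; fluorescence read at 485/525 nm.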
# Mito fusion act = qHTS Assay for Small Molecule Inhibitors of Mitochondrial Division or Activators of Mitochondrial Fusion | S. cerevisiae fusion-defective mutant growth rescue, CellTiterGlo 48 h | Potency, µM (highest dose often 46.1 µM), for the others: top-dose growth rescue (activation), actives largely listed as activators | 320,000 tested, 0.23% active | AID 485298, 2010;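 also: potency is read from the fitted curve at half-maximal effect; % of control where 0% means no effect; nearly all actives have a fitted effect of over 45% in size; temperature-sensitive fusion mutants such as fzo1-1 at 37 °C on non-fermentable ethanol glycerol medium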
#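 S. cerevisiae fusion-defective temperature-sensitive mutants (e.g. fzo1-1, mgm1-5) grown 48 h at 37C in YPEG (ethanol/glycerol non-fermentable) medium with 23 nl compound per well; growth rescue read as CellTiterGlo luminescence.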
# KCNH2 WT inh = qHTS for Inhibitors of KCHN2 3.1: Wildtype qHTS | Voltage-gated inwardly rectifying potassium channel KCNH2 (Homo sapiens), Q12809 | U2OS, BacMam KCNH2, thallium flux FluxOr; hits give low values | activity change, % at 1.84 µM | 340,000 tested, 0.37% active | AID 720551, 2013;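 active = maximum activity change below -70%; inconclusive = maximum activity change between -70% and -50%; inactive = maximum activity change above -50%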; also: % is scaled to controls: 0 for no effect and ±100 for the full control effect
#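 U2OS cells were transduced with wild-type KCNH2 virus (2.03 x 10^8 / mL) for 4 h at room temperature, then cultured overnight at 37 C. Thallium flux was read with FluxOr dye. Rate constants were normalized to DMSO controls.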
# TSHR antag = Antagonists of the Thyroid Stimulating Hormone Receptor: HTS campaign | TSHR-expressing cells, TSH-stimulated cAMP HTRF, 2 h; hits give low values | activity change, negative = inhibition, % at 11.5 µM | 330,000 tested, 0.2% active | AID 504810, 2011;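 active = activity change below a set negative limit, meaning inhibition stronger than a set level, cut at about -70% in these data; inconclusive = activity change between two set negative limits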; also: % is scaled to controls: 0 for no effect and ±100 for the full control effect
#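 Freshly harvested TSHR cells receive pin-tooled compound, then EC80 TSH at 4nM final. After 2 hours at 37 deg C, antibody in lysis buffer and cAMP-d2 are added; 30 minutes at ambient temperature precede the HTRF read.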
# USP2a inh = qHTS Assay for Inhibitors of Ubiquitin-specific Protease USP2a Using CHOP2 as the Reporter. USP2 core, Ub-CHOP2 coupled fluorogenic reporter, 485/531. 330,000 tested, 0.01% active. Potency, µM (doses to about 38.3 µM), for inactives: at the top dose activity change, negative = inhibition, usual class: inhibitors;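 also: potency is read from the fitted curve at half-maximal effect; plate controls were DMSO wells for no effect and full inhibition by NEM control for full effect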
#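 Cell-free coupled assay: 10nM USP2 core preincubated 30min RT with compound in Tris-HCl pH 8.0/CaCl2/CHAPS buffer, then 25nM Ub-CHOP2 and 25nM reporter substrate; fluorescence (Ex 485/Em 531) read after 60min RT, normalized to NEM inhibition, concentration-response curves fitted.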
# GALK inh = qHTS Assay for Inhibitors of Human Galactokinase (GALK); Purified GALK, Kinase-Glo residual ATP luminescence; Potency, µM (series often up to 57.5 µM), without a hit: at the highest dose activity change, negative = inhibition, usual class: inhibitors; 270,000 tested, 0.007% active; AID 1868, 2009; also: potency is read from the fitted curve at half-maximal effect; % is scaled to controls: 0 for no effect and ±100 for the full control effect
#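 Luminescence from leftover ATP (Ultra-Glo luciferase/luciferin) served as read-out after a 1 h room-temperature reaction of 5 nM GALK with 35 uM ATP and 100 uM galactose.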
# ASM inhibitor = Inhibitors of Secretory Acid Sphingomyelinase (S-ASM): qHTS; 340,000 tested, 0.006% active; Potency, µM (series often up to 57.5 µM), inactives show at the highest dose activity change, negative = inhibition, actives largely listed as inhibitors; AID 504937, 2011; placental ASM, HMU-PC fluorogenic substrate, 60 min; also: potency is read from the fitted curve at half-maximal effect
#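 Human placenta-derived ASM enzyme was preincubated with compound for 10 minutes at room temperature, then given fluorogenic substrate HMU-PC0 (9 uM final) for 60 minutes at 37 °C; a pH 10 stop preceded fluorescence reading at Ex 386/Em 447 nm.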
# BCR signal inh = qHTS Assay to Find Inhibitors of Chronic Active B-Cell Receptor Signaling; ABC-DLBCL IkBa-CBG/CBR reporter, luminescence ratio, 4 h; Potency, µM (top dose mostly 46.1 µM), for the others: at the highest dose ratio change, negative = lower green/red ratio, actives largely listed as inhibitors; 340,000 tested, 0.05% active; active = well fitted inhibition curve with a large enough effect in the signal ratio, with a control signal flat, not every such curve was filed as active; inconclusive = small, poorly fitted or top-dose-only effect, or effect the other way, or a change in a side signal; the % refers to the signal ratio;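 also: potency is read from the fitted curve at half-maximal effect; plate controls were basal doxycycline-induced cells for no effect and cells given 10 µM MG132 for full effect; MG132 reads +100%, hits lower the ratio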
#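 Compounds up to 46 uM were incubated four hours with TMD8 cells whose green CBG68 luciferase is fused to IkappaBalpha; red CBR luminescence normalised the signal, and concentration-effect curves were fitted to fusion, red and ratio data.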
# The depositor's hits bear a star; ? = inconclusive; / = no result given; [ ] = another dose, or the depositor's remark. Unless noted, calls follow the shape of the dose curve; as a rule, active = well fitted curve in the direction sought with a large enough effect; inconclusive = small, poorly fitted or top-dose-only effect, or another doubt; inactive = no such curve, though single readings can be large; an effect the other way counts as inactive or inconclusive.
SMILES,PKM2 activator,Menin MLL FP TR,MBNL1 CUG block,Eya2 phos inh,Mito fusion act,KCNH2 WT inh,TSHR antag,USP2a inh,GALK inh,ASM inhibitor,BCR signal inh
COc1ccc(S(=O)(=O)N(C)CC(=O)N2CCCC2)cc1Cl,-2%,7%,-5%,?,-1%,2,7,1%,-1%,2%,?
COCCOCC(O)CN1CCN(c2ccc(C)cc2)CC1 (stereo not drawn),5%,4%,3%,12%,-4%,14,12,2%,8%,-2%,0%
CNC(=O)COc1ccc(-c2nn(C)c(=O)c3ccccc23)cc1,2%,-6%,4%,0%,1%,0,-4,3%,-1%,4%,?
O=C(Cc1cccs1)N1CCCC(c2nc3c(nnn3Cc3ccccc3Cl)c(=O)[nH]2)C1 (stereo not drawn),5%,?,-8%,-9%,-1%,23,-6,-1%,-3%,-1%,23%
CCN(CC)CCCn1c(SCC(=O)Nc2cccc(F)c2)nnc1-c1ccoc1C,-3%,3%,-6%,-15%,-3%,56,26,1%,0%,3%,-1%
COc1cc(OC)cc(C(=O)NNC(=O)CCC(=O)c2cccs2)c1,6%,/,1%,-16%,1%,-13,2,2%,-4%,2%,-1%
CCCCCn1c(CN2CCN(C)CC2)nc2c1c(=O)n(C)c(=O)n2C,-17%,15%[11.7 µM],-4%,-8%,0%,-11,6,0%,1%,3%,-1%
O=C(O)c1ccc(N2C(=O)CC(N3CCN(c4ccc(Cl)cc4)CC3)C2=O)cc1 (stereo not drawn),-15%[11.5 µM],1%,-2%,-3%,2%,-17,-4,0%,3%,-4%,-4%
COc1cccc(CN(C)C(=O)c2ccc(Oc3ccccc3)cc2)c1OC,1%,?,5%,-11%,4%,-2,-41,-13%,-4%,0%[11.5 µM],0%
COC(=O)[C@H](Cc1ccccc1)NC(=O)Cn1cnc2c(NCc3ccccc3)ncnc21,/,/,/,5%,/,-6,17,2%,/,-4%,0%
CCCCc1cc(=O)oc2cc(C)cc(OC(C)C(=O)NCc3ccncc3)c12 (stereo not drawn),/,/,-3%,-3%,4%,23,9,-1%,7%,-4%,-9%
COc1cc([N+](=O)[O-])ccc1NC(=O)CCCOc1cc(C)ccc1C,5%,9%,?,0%,20%,-5,37,2%,1%,4%,7%
CC(NC(=O)CCn1ccc2cc(S(=O)(=O)N3CCCC3)ccc21)c1ccccc1 (stereo not drawn),/,12%,2%,-3%,-15%,-11,14,4%,-2%,2%,9%
Cc1ccc2sc(-c3ccc(NC(=O)c4cc(-n5cnnc5)ccc4Cl)cc3)nc2c1,4%,12%,5%,8%,-3%,-8,-15,1%,1%,18%,14%
COc1ccc(CC(=O)OC(C)C(=O)NC2CCCCC2C)cc1 (stereo not drawn),/,/,/,-25%,3%,4,-3,0%,/,-4%,6%
COc1ccc(C(CNC(=O)c2ccco2)N2CCCC2)cc1 (stereo not drawn),/,/,/,14%,-2%,18,9,3%,/,13%,-1%
CC(C)CC1NC(=O)N(CC(=O)Nc2ccc(-c3ccccc3)cc2)C1=O (stereo not drawn),/,/,/,-24%,6%,0,6,-5%,/,0%,2%
Cc1cc(Nc2cccc(F)c2)n2ncnc2n1,-4%,5%,2%,-4%,-3%,5,1,1%,/,4%,-4%
C=CCn1c(CSCc2ccc(Cl)cc2)nnc1SCC(=O)NCc1ccccc1,7%,?,-1%,-23%,5%,-2,-1,-1%,0%,0%,2%
O=C(CSc1nnc(NC2CC2)s1)Nc1ccc(N2CCOCC2)cc1,/,/,/,12%,-4%,-4,-7,-1%,/,1%,2%
Cc1ccc([N+](=O)[O-])cc1N=Cc1ccc(Br)s1,1%,4%,?,3%,-9%,-6,-20,6%,-3%,2%,?
CC1CCN(CCCNC(=O)c2ccc(CS(=O)(=O)Cc3ccccc3F)o2)CC1,1%,-14%,-6%,-1%,-2%,21,-11,1%,-1%,4%,0%
COc1ccccc1NC(=O)Nc1sccc1-c1nc2ccccc2s1,-6%,/,1%,6%,?,-16,-17,0%,4%,10%,?
Cc1cc(C(F)(F)F)nn1Cc1ccc(C(=O)NCc2ccco2)o1,2%,25%,-1%,0%,-3%,7,1,1%,0%,-1%,?
COc1ccc(/C=C2\CCCC3C2=NN(C(=O)c2scnc2C)C3c2ccc(OC)c(OC)c2)cc1OC (stereo not drawn),-3%,/,-1%,9%,3%,7,8,2%,0%,161%,-1%
COc1ccccc1C1(CC(=O)O)CCOC(C(C)C)C1 (stereo not drawn),2%,-3%,-7%,-8%,-1%,-7,2,2%,-1%,-1%,-1%
O=C(CO/N=C/c1ccc2c(c1)OCO2)Nc1cccc(Br)c1,3%,-4%,/,2%,24%,9,0,0%,-1%,-3%,3%
CC(C)(Oc1ccc(Cl)cc1)C(=O)Nc1ncccn1,-6%,-19%,0%,10%,-5%,5,9,-2%,-2%,1%,?
O=C(COc1ccc(Br)cc1)NCc1cn2ccccc2n1,-4%,/,-6%,-11%,0%,21,-4,-10%,0%,-1%,1%
Cc1ccc(OCC(=O)NCCCNC(=O)COc2ccc(C)cc2)cc1,-1%,-10%,0%,6%,-12%,-5,-6,1%,-1%,0%,-7%
Cc1nc(C(=O)NCCCO)cc2c1[nH]c1ccccc12,/,-15%,3%,-4%,4%,8,-3,-2%,1%,-2%,?
Cc1cccc(/C=N\N=C\c2cccc(C)c2)c1,3%,12%,2%,-5%,-2%,-3,-3,0%,5%,4%,?
CC(C)C(c1nnnn1CCc1ccccc1)N1CCC(C(N)=O)CC1 (stereo not drawn),10%,?,8%,-6%,-1%,4,-12,-1%,9%,3%,13%
O=C(Nc1ccc(N2CCOCC2)nc1)c1ccc(F)cc1,-13%,-19%,5%,-33%,6%,-5,13,-3%,4%,-2%,?
CCC(=O)Nc1nc2cc(OC)ccc2s1,0%,15%,0%,-4%,1%,1,-11,1%,1%,2%,-2%
O=[N+]([O-])c1ccc(COc2ccc(Br)cc2CN2CCOCC2)cc1,-6%,-3%,?,4%,-1%,12,-1,0%,0%,0%,?
CN1C2=NCCN2C(=O)c2cc(Cl)ccc21,16%,/,-1%,9%,4%,-1,3,-6%,/,1%,-1%
CCC(=O)NN1CCN(c2ccncc2S(=O)(=O)N2CCCCC2)CC1,-5%,/,2%,3%,4%,1,-8,2%,-1%,-2%,-3%
Cc1c(CN2CCCCC2)c(O)n(CCO)c(=O)c1C#N,-5%,-3%,?,1%,-3%,-3,2,6%,0%,5%,2%
O=C(Cn1cnc2cc([N+](=O)[O-])ccc2c1=O)NC1CCS(=O)(=O)C1 (stereo not drawn),-1%,18%,/,-1%,0%,-13,14,6%,10%,0%,?
CC(=O)NC(CCS(C)(=O)=O)C(=O)Nc1cccc(C)c1C (stereo not drawn),-2%,-11%,4%,2%,-5%,4,30,1%,-1%,3%,3%
Cn1ccc(C(=O)OCC(=O)Nc2cccc(Cl)c2)n1,-1%,0%,-5%,1%,-4%,18,20,0%,16%,-10%,-3%

# Not all compounds are listed; count on the stated rates, not on these rows.
